West Nile virus CPE = inhibition of WNV-induced cytopathic effect – cell-based, CPE readout (AID 1621); CPE inhibition, % at 10 µM, or IC50 in µM where a hit was titrated; West Nile virus-infected cells, CPE inhibition; higher % means a stronger effect; 290,000 compounds, 0.02% hits; in the data active means a potency from the dose series; inconclusive means CPE inhibition mostly from about 3.7% at the one dose, without a potency; inactive means the rest, 99 in 100 with CPE inhibition below about 2.2%; further: strong numbers were not always called active
Dengue-2 NS5 capping = Dengue-2 NS5 methyltransferase inhibitors, primary screen, biochemical, confirmation dose response (AID 588689). Dengue-2 NS5 methyltransferase capping enzyme assay, biochemical; higher % means a stronger effect. one-dose inhibition, % at 25 µM; IC50 in µM for titrated hits. 340,000 compounds, 0.3% hits; in the data active means a potency from the dose series; inconclusive means inhibition above about 29% without an active follow-up result
UTI89 phage lysis = inhibition of K1F phage lysis, E. coli UTI89, bacterial capsule biogenesis inhibitors, alamar blue (AID 488966). inhibition, % at 100 µM, or IC50 in µM where a hit was titrated. E. coli UTI89 K1F phage lysis, alamar blue, 2 h; higher % means a stronger effect. 340,000 compounds, 0.02% hits;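 active means phage lysis inhibition, versus mean bacterial control, above a set limit; inconclusive means no clear call, values can overlap the other calls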;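 further: capsule biogenesis inhibitors block K1F phage lysis so surviving cells raise fluorescence; higher fluorescence means more inhibition of phage lysis; actives were called in the ten point dose series up to 300 µM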
Rac1 GTP hydrolysis = MgcRacGAP GTPase-activating activity inhibitors, confirmation, biochemical, ADP Hunter fluorescence | MgcRacGAP-stimulated Rac1 GTP hydrolysis, ADP Hunter fluorescence; higher % means a stronger effect; GST-tagged Rac1 F28L mutant substrate | inhibition, % at 30 µM, or IC50 in µM where a hit was titrated | 340,000 compounds, 0.6% hits;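 active means first-screen hits whose inhibition reached a set limit at any dose in the follow-up dose series; inconclusive means inhibition above the set first-screen limit but never retested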;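 further: fluorescence reports GDP produced by GAP-driven GTP hydrolysis; strong numbers were not always called active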
T cell HTS = T cell immune modulators affecting CD8 T cell-vesicle binding. AID 2052. calls only at 7 µM. 330,000 compounds, 0.068% hits. 2C CD8+ T cell-vesicle binding, flow cytometry; active compounds read low;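 active means response, share of CD8 T cells binding vesicles, and their 90th percentile fluorescence all below set limits, cut at about 80% in these data, passing the limit was not always enough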
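Read-out – percent CD8+ FL2 mean versus row control · System – murine 2C transgenic CD8+ T lymphocytes · Times – 1.5 h cell–vesicle binding at 37 °C, then 20 min icy labelling · Control set – naked vesicles low, QL9 vesicles with vehicle high · Detection – cytometric PE anti-B7-1 and Alexa647 anti-CD8 signals after 1% paraformaldehyde fixation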
NTR1 ag = agonists of NTR1, primary screen, imaging, U2OS cells, beta-arrestin-GFP, high content (AID 493036) | activation, % at 20 µM | NTR1-U2OS beta-arrestin-GFP spot imaging, agonist mode | 330,000 compounds, 0.17% hits | P30989;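 active means activation at or above 40% of the spot to cytoplasm intensity ratio, with at least 20 cells analyzed; inconclusive means wells under 20 cells, flagged as cytotoxic or low count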;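 further: 0% = DMSO without peptide and 100% = 100 nM NTR1 peptide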
Target sequence (P30989 whole entry, looked up): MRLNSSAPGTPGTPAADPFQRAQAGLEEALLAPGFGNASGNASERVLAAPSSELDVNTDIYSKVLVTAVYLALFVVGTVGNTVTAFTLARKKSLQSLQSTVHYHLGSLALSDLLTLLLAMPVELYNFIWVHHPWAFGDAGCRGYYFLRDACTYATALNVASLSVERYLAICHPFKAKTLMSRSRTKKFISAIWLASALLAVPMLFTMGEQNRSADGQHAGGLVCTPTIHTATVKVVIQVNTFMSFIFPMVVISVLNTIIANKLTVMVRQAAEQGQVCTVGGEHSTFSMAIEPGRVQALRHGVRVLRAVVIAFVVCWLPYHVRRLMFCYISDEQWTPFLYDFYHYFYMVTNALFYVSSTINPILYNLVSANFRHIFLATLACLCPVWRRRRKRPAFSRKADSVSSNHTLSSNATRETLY
SV40 large T antigen = TAg ATPase/helicase activity blockers – biochemical (AID 1903). inhibition, % at 20 µM, or IC50 in µM where a hit was titrated. 310,000 compounds, 0.39% hits. SV40 large T antigen ATPase/helicase inhibition assay; higher % means a stronger effect; in the data active means a potency from the dose series; inconclusive means inhibition mostly from about 32% at the one dose, without a potency; inactive means the rest, 99 in 100 with inhibition below about 32%; further: strong numbers were not always called active
Salmonella PhoP GFP = PhoP-dependent GFP reporter repression – Salmonella Typhimurium, primary screen (AID 1863). S. Typhimurium PhoP-regulated promoter GFP reporter, 4 h; higher % means a stronger effect. inhibition, % at 50 µM, or IC50 in µM where a hit was titrated. 300,000 compounds, 0.16% hits;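 active means inhibition over 29.93%, a cutoff 3 SD above the screen mean, later confirmed by dose response; inconclusive means inhibition over 29.93% but no dose response follow-up; inactive means inhibition at most 29.93% or unconfirmed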;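 further: 0% = low Mg2+ inducing control and 100% = high Mg2+ repressing control; strong numbers were not always called active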
RSV antiviral HEp-2 = inhibition of RSV-induced cytopathic effect – HEp-2 cells, primary 10 µM value included (AID 2391); HEp-2 cells, RSV-induced CPE inhibition; higher % means a stronger effect; CPE inhibition, % at 10 µM; hits with a dose series show IC50 in µM; 310,000 compounds, 0.13% hits; in the data active means a potency from the dose series; inconclusive means CPE inhibition mostly from about 23% at the one dose, without a potency; inactive means the rest, 99 in 100 with CPE inhibition below about 21%; further: strong numbers were not always called active
T cell HTS vesicle-bound % = further read-out of T cell HTS, marked with its call; double positive events, %; measured here: CD8+ vesicle-bound cell fraction;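 binding gate set so that unloaded-vesicle control wells show 10% double positive cells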
NTR1 ag cell count 20 µM = second read-out of NTR1 ag, no call of its own (marks repeat the call); cell count; measured here: cell count, cytotoxicity flag
Starred values were filed as active, the others as inactive; i = inactive; ? = inconclusive; . = not tested or not shown; & = joins results of further samples; [ ] = dose if it differs, or a comment.

Compound,West Nile virus CPE,Dengue-2 NS5 capping,UTI89 phage lysis,Rac1 GTP hydrolysis,T cell HTS,T cell HTS vesicle-bound %,NTR1 ag,NTR1 ag cell count 20 µM,SV40 large T antigen,Salmonella PhoP GFP,RSV antiviral HEp-2
CCC(=O)N1CCN(c2ccccc2NC(=O)COc2ccccc2Cl)CC1,0.0%,-5%,-0.9%,0%,i,20,3.4,58,3%,-7%,2.4%
COc1ccc(-c2noc(-c3ccc4c(c3)OCO4)n2)cc1,1.4%,-2%,0.4%,5%,i,26,-0.5,102,6%,-3%,0.0%
Cc1cc(NC(=O)CSc2nc(C)c(C)n2CC(C)C)no1,.,-10%,-3.9%,8%,i,42,1.8,65,.,.,.
CCC(=O)N(CCN1CCOCC1)Cc1cc2cc3c(cc2nc1Cl)OCO3,-0.1%,1%,0.1%,5%,i,44,-1.5,94,2%,1%,1.3%
CC(C)[N+](C)(CCOC(=O)C1c2ccccc2Oc2ccccc21)C(C)C,0.3%,-3%,6.0%,7%,i,24,2.8,63,3%&9%,6%&-12%,1.0%
O=C(C1=C[C@H](c2csc3ccccc23)C[C@H](OCCCCO)O1)N1CCOCC1,0.2%,-4%,1.0%,12%,i,35,3.6,50,-1%,-12%,-0.8%
Cc1ccc(C)c(C2C(C#N)=C(N)Oc3cc(C)oc(=O)c32)c1 (stereo not given),0.0%,-9%,5.0%,4%,i,43,-0.9,40,12%,8%,2.1%
O=C1Nc2ccc(Br)cc2C12NNc1ccccc1O2 (stereo not given),?,-70%,-1.6%,3%,i,55,-2.8,57,6%,-1%,-3.2%
COC(=O)[C@@H]1C[C@@]2(O)[C@@H](O)[C@@H](O)[C@@H](O)C[C@H]2N1Cc1ccc(C(F)(F)F)cc1,-0.1%,-12%,2.7%,-1%,i,5,-0.1,69,5%,0%,2.6%
OCC1(Cc2ccccc2)CCN(Cc2cc3ccccc3o2)CC1,-0.5%,-6%,0.4%,5%,i,27,-0.2,51,13%,8%,1.3%
CCC(=O)NC(NC(=S)Nc1cccc2cccnc12)C(Cl)(Cl)Cl (stereo not given),-0.5%,-11%,-0.2%[50 µM],2%,i,57,1.0,75,25%,-2%,3.5%
NS(=O)(=O)c1cccc(NC(=O)COC(=O)C2CCCCC2)c1,0.1%,3%,-0.3%,9%,i,10,1.0,85,1%,-2%,-0.8%
Cc1ccc(NC2=C(Cl)C(=O)OC2OC(C)C)c(C)c1 (stereo not given),-0.6%,-6%,0.1%[50 µM],-3%,i,5,0.7,47,21%,-5%,-0.4%
Cc1ccc(C(=O)NC(=S)Nc2ccc3[nH]c(=O)[nH]c3c2)c(C)c1,0.0%,15%,0.1%,-1%,i,36,-1.2,42,2%,1%,1.5%
Cc1cc(C)c(NC(=O)CN2C(=O)NC3(CCCc4ccccc43)C2=O)c(Cl)c1 (stereo not given),.,-1%,0.9%[50 µM],3%,i,46,1.5,63,16%,2%,2.8%
Cc1ccc(Nc2ccc([N+](=O)[O-])ccc2=O)cc1,.,-8%,-2.4%,0%,i,15,1.2,49,8%,.,1.4%
Cc1ccsc1C1C(C#N)=C(N)OC2=C1C(=O)CC(C)(C)C2 (stereo not given),0.0%,2%,0.8%,5%,i,23,-0.5,64,7%,5%,2.0%
CCOC(=O)c1sc(N2C(=O)C(O)=C(C(=O)c3ccc(C)o3)C2c2cccc([N+](=O)[O-])c2)nc1C (stereo not given),0.7%,13%,0.0%,11%,i,21,.,.,24%,-5%,?
O=C1CCC(=O)N1CN(Cc1ccco1)CN1C(=O)CCC1=O,1.4%,-6%,1.2%,7%,i,38,-2.2,60,1%,-7%,1.6%
O=C(CCc1nnc(Cc2ccc(-c3ccccc3)cc2)o1)NCCc1ccccn1,-0.7%,-3%,0.1%,11%,i,26,0.6,45,13%,4%,2.1%
O=C(NC(NCC1CCCO1)C(Cl)(Cl)Cl)c1cccc2ccccc12 (stereo not given),-0.3%,2%,0.2%,3%,i,60,-0.9,95,3%,4%,3.4%
Cc1ccc(S(=O)(=O)N2CCN(C(=O)N(c3ccccc3)c3ccccc3)CC2)cc1,-0.3%,-6%,8.1%,4%,i,38,7.0,63,2%,-9%,-1.5%
Cc1ccn2c(=O)nc(SCC(=O)N3CCCc4ccccc43)nc2c1,.,-10%,0.9%[50 µM],8%,i,9,-0.6,53,19%,2%,-0.9%
CC(C)c1ccc(CNC(=O)C(=O)NCC2CCCO2)cc1 (stereo not given),0.2%,-5%,-0.1%,15%,i,21,-1.7,35,2%,0%,2.3%
NC(=O)c1ccc(NC(=O)CSc2nnc(-c3ccncc3)n2Cc2ccco2)cc1,0.5%,.,.,.,i,44,-0.7,54,12%,-10%,0.4%
COc1ccccc1-n1c(=S)[nH]c2c(sc(=S)n2-c2ccc(C)cc2C)c1=O,-0.1%,-12%,0.8%,25%,i,29,-0.2,56,1%,0%,-0.4%
O=C(CCNS(=O)(=O)c1ccc(OC(F)(F)F)cc1)NCCc1c[nH]c2ccccc12,.,4%,0.8%[50 µM],1%,i,25,-1.6,58,.,.,0.8%
O=C(Nc1ccc(Br)c2ccccc12)c1ccc2ccccc2c1O,1.1%,16%,0.9%,8%,i,13,.,.,6%,1%,2.0%
CCN(CCCNC(=O)CCCn1c(=O)[nH]c2ccccc2c1=O)c1cccc(C)c1,-0.1%,-6%,1.2%,14%,i,12,1.2,71,?,-7%,2.8%
CC(=O)N1C(=O)C2(Nc3ccccc3N2)c2ccccc21,0.5%,-6%,7.4%,2%,i,56,-0.4,50,6%,-8%,0.5%

Part of the list above, reformatted.
Order of results – West Nile virus CPE, Dengue-2 NS5 capping, UTI89 phage lysis, Rac1 GTP hydrolysis, T cell HTS, T cell HTS vesicle-bound %, NTR1 ag, NTR1 ag cell count 20 µM, SV40 large T antigen, Salmonella PhoP GFP, RSV antiviral HEp-2
> COc1ccc(-c2noc(-c3ccc4c(c3)OCO4)n2)cc1
→ 1.4%, -2%, 0.4%, 5%, i, 26, -0.5, 102, 6%, -3%, 0.0%
> Cc1cc(NC(=O)CSc2nc(C)c(C)n2CC(C)C)no1
→ ., -10%, -3.9%, 8%, i, 42, 1.8, 65, ., ., .

Continued:
Compound,West Nile virus CPE,Dengue-2 NS5 capping,UTI89 phage lysis,Rac1 GTP hydrolysis,T cell HTS,T cell HTS vesicle-bound %,NTR1 ag,NTR1 ag cell count 20 µM,SV40 large T antigen,Salmonella PhoP GFP,RSV antiviral HEp-2
O=C(N/N=C1\CCCc2ccccc21)C(O)c1ccccc1 (stereo not given),-0.6%,-7%,1.9%,4%,i,67,0.5,65,12%,-2%,0.4%
Cc1cnc(C(=O)OCC(=O)NC23CC4CC(CC(C4)C2)C3)cn1,-0.7%,-8%,8.1%,5%,i,31,-1.1,45,8%,11%,.
CCN(Cc1ccccc1)C(=O)CCS(=O)(=O)c1ccc2c(c1)oc(=O)n2C,0.1%,7%,-2.9%,-9%,i,20,0.4,44,1%,8%,1.1%
Cc1nn(-c2ccccc2)c2sc(C(=O)OC3CCOC3=O)cc12 (stereo not given),.,1%,-0.9%,7%,i,29,1.7,40,-7%,15%,0.5%
COc1cccc(N2CCN(C(=O)CN(c3ccc(C)cc3)S(=O)(=O)c3c(C)n[nH]c3C)CC2)c1,-0.2%,-8%,-2.7%,6%,i,24,0.5,103,2%&9%,15%,1.4%
CN(Cc1nc(-c2cnccn2)no1)Cc1n[nH]c2c1CCCCC2,0.7%,4%,0.0%,-4%,i,48,-0.1,69,9%,1%,-0.1%
CC(=O)OC(COc1ccc(F)cc1)Cn1cnc2ccccc21 (stereo not given),-0.5%,-2%,-0.8%,5%,i,48,-0.5,91,0%,7%,2.9%
O=[N+]([O-])c1ccc(CN2CCC(Cc3ccccc3)CC2)cc1,-1.5%,-7%,0.2%,30%,i,56,1.5,52,6%,3%,-0.6%
CCCOc1ccc2c(c1)C(=NN=C(N)N)c1cc(OCCC)ccc1-2,0.1%,-4%,0.0%,16%,i,36,80*,47*,13%,.,-1.5%
Cc1cc(C)c2nc(N3CCOCC3)c(C#N)cc2c1,-0.1%,-1%,-1.2%,4%,i,48,3.4,66,3%,-7%,7.7%
CN(C(=O)CCNC(=O)N1CC(=O)Nc2ccccc21)C1CCCCC1,-0.3%,-10%,0.6%,10%,i,14,-1.4,60,9%,-5%,6.9%
N/C(=N\OC(=O)CCCOc1ccccc1)c1ccc(Br)cc1,0.1%,4%,1.1%,14%,i,42,1.1,39,12%,-2%,-0.3%
C=CCN(c1ccccc1)S(=O)(=O)c1ccc2c(c1)N(C(C)=O)CCO2,-0.1%,7%,0.0%,14%,i,16,1.1,85,-5%,7%,3.9%
COc1ccccc1NS(=O)(=O)c1cc(NC(=O)CCC(=O)c2cccs2)ccc1Cl,-1.2%,-1%,1.0%[50 µM],6%,i,3,3.3,53,10%,4%,11%
CC(=O)Nc1nc(C)c(C(C)=O)s1,1.4%,-9%,0.1%,4%,i,45,-2.2,85,-1%,4%,0.1%
CN(C)S(=O)(=O)n1cc(/C=C(\NC(=O)c2ccccc2Cl)C(=O)NCCN2CCOCC2)c2ccccc21,?,-8%,-0.1%,-7%,i,17,1.7,51,3%,1%,0.1%
NS(=O)(=O)c1cccc(NC(=O)c2cc3ccccc3o2)c1,0.4%,1%,-1.3%,8%,i,68,1.9,51,23%,-6%,1.2%

Random draw from the library; about 1.5% have a hit in one of these screens.
